Screens: PubChem BioAssay, NCI
All columns: NCI-60 one-dose screen, growth in % after 48 h at 10 µM unless noted; 100 = growth as untreated, 0 = no growth, -100 = all killed.
M14: M14 melanoma; AID 1794745; 6.2% of 80,000 active
A549/ATCC: A549/ATCC NSCLC. 3.7% of 81,000 active. AID 1794740
MOLT-4: MOLT-4 leukemia cells; AID 1794779; 6.9% of 80,000 active
HOP-62: HOP-62 NSCLC | 3.9% of 80,000 active
RPMI-8226: RPMI-8226 leukemia cells | 7.5% of 77,000 active | AID 1794781
HOP-92: HOP-92 NSCLC cells. 6.3% of 71,000 active
CCRF-CEM: CCRF-CEM leukemia; 7% of 77,000 active
EKVX: EKVX NSCLC. 3% of 71,000 active. AID 1794765
The depositor's hits bear a star; . = no result given; & = joins results of further samples; [ ] = another dose, or the depositor's remark. How the source made its calls: active means growth percent below 10; inactive means the rest.

SMILES	M14	A549/ATCC	MOLT-4	HOP-62	RPMI-8226	HOP-92	CCRF-CEM	EKVX
CCc1ccc2nc(NC(=O)Cc3csc(NC(=O)c4ccco4)n3)sc2c1	97	91	40	86	56	-18*	87	82
COc1ccc(OC)c(NC(=O)/C(C#N)=C/c2ccco2)c1	99	94	79	91	94	51	.	94
CCCCCCCCCCCCC[C@@H](O)C[C@H](O)[C@H](C)N	113[1 µM]	94[1 µM]	78[1 µM]	113[1 µM]	84[1 µM]	87[1 µM]	76[1 µM]	128[1 µM]
COc1ccc(-c2cc(-c3nnc(SC/C(=N/O)c4ccccc4)o3)c3ccccc3n2)cc1OC	86	76	71	79	64	77	88	83
O=C(/C=C/Nc1cc(-c2ccccc2)nn1-c1ccccc1)c1ccccc1	88	91	85	98	79	91	87	89
Cc1nc(-c2ccc(Cl)cc2)ccc1-c1nnc(SCc2ccccc2)o1	99	104	109	101	111	93	112	91
CC(C)=CCC[C@H](C)c1ccc(C)c2c1OCN(CCO)C2	91	82	101	80	83	4.2*	88	97
O=C(CSc1nnc(-c2c[nH]c3ccccc23)n1-c1ccccc1)Nc1ccc(C(=O)/C=C/c2cccc([N+](=O)[O-])c2)cc1	94	97	78	98	14	104	96	84
CC(=O)N1N=C(c2ccc(Nc3nc(Nc4ccc(F)cc4)nc(Nc4ccc(Cl)cc4)n3)cc2)CC1c1ccc(Oc2ccccc2)cc1 (centres undefined)	102	92	72	81	90	65	113	105
O=C(CI)Nc1ccc(O)c(C(=O)O)c1	95	97	.	107	100	113	.	.
Cc1cccc([N+](=O)[O-])c1N	98	110	104	103	95	.	97	.
NC(=O)C[n+]1cc2ccccc2cn1	98	88	98	100	108	96	109	113
CCOC(=O)N1CCN(CCCCOc2ccc(C(C)(C)CC)cc2)CC1	88	96	67	100	84	86	73	99
CCCCCCCCCC(=O)Oc1ccc(/C(=C(/CC)Cc2ccccc2)c2ccc(OCCN3CCCC3)cc2)cc1	92	88	82	88	88	79	102	93
COc1ccc(/C(C)=C(\c2ccc(OCCN3CCOCC3)cc2)c2ccc(OC(=O)c3ccccc3)cc2)cc1	106	76	77	107	69	93	92	81
CNC(C)[C@@H]1CC[C@@H](N)[C@@H](OC2[C@@H](N)C[C@@H](N)[C@H](OC3OC[C@](C)(O)[C@H](NC)[C@H]3O)[C@H]2O)O1 (some centres undefined)	107	.	97	113	75	81	67	98
Cc1cc(=O)[nH][nH]c1=O	104&101	94&101	90&80	103&95	100&101	85&83	102&94	114&99
COC(=O)c1c(NC(=O)CSc2nnnn2-c2ccc(OC)cc2)sc(C)c1C	96	.	91	99	90	75	84	75
CCN(CCO)C(C(=O)c1ccc(OC)cc1)c1ccc(OC)cc1 (centres undefined)	91	95	95	91	107	.	104	106
CCOC(=O)c1c2c(c(C)n1Cc1ccccc1)-c1nn(Cc3ccccc3)cc1CC2	.	73	55	80	50	58	65	70
CN1C(=O)/C(=C2\SC(=Nc3ccccc3)N(Nc3ccccc3)C2=O)c2ccccc21	101	99	101	88	106	100	103	101
Cc1cc(=O)oc2cc(OCCOc3ccc(/C=C/C(=O)Nc4ccc(F)c(Cl)c4)cc3)ccc12	95	102	101	98	87	87	99	95
O=C1/C(=C/c2ccccc2)Oc2ccc(O)c(I)c21	99	103	96	100	95	86	95	51
CC1=C(C#N)C(C)(C)C(C#N)=C(C)N1	102	101	102	109	98	96	98	.
CCCCCCCCCCCCCCCC[n+]1cccc(C#N)c1	62	88	-13*	.	45	49	-26*	98
N=C(N)c1ccc(-c2ccc(-c3ccc(Cl)cc3Cl)s2)cc1	41	-30*	-24*	34	-24*	75	-3.2*	63
O=C(Nc1ccccc1F)c1ccccc1	105	101	95	115	107	99	103	99
CCC(=O)Nc1ccc(OCc2nnc(-c3ccc(Cl)cc3)o2)c(F)c1	100	89	89	98	91	.	48	.
O=[N+]([O-])c1ccc(CS(=O)c2ccccc2)cc1 (centres undefined)	112	101	98	103	103	103	100	101
O=c1[nH]c(CNc2ccc(F)cc2)nn1Cc1ccccc1F	102	96	108	100	105	92	20	97

Overlap with the part before: two compounds, then new ones.
SMILES	M14	A549/ATCC	MOLT-4	HOP-62	RPMI-8226	HOP-92	CCRF-CEM	EKVX
O=[N+]([O-])c1ccc(CS(=O)c2ccccc2)cc1 (centres undefined)	112	101	98	103	103	103	100	101
O=c1[nH]c(CNc2ccc(F)cc2)nn1Cc1ccccc1F	102	96	108	100	105	92	20	97
Cc1ccc(-c2nc(/C=C3/C(=O)Nc4ccc(F)cc43)c3ccccn23)cc1	99	82	78	93	90	82	77	87
Brc1ccccc1/C=N/Nc1nc(N/N=C/c2ccccc2Br)nc(N2CCCCC2)n1	104	102	112	99	100	133	100	95
Nc1nc(CSc2n[nH]c(N)n2)nc(Nc2ccccc2F)n1	105	101	105	108	104	96	106	96
N#CCCC(=O)c1ccccc1	116	104	109	.	105	97	109	.
CCCC1=CCCC1	102	93	100	102	.	80	97	107
COc1ccc2c(c1)c(CC(=O)O)c(C)n2C(=O)c1ccc(Cl)cc1	96	.	113	100	84	83	90	96
O=C(Nc1cccc(-n2cc(-c3ccncc3)c(-c3ccc(Cl)c(O)c3)n2)c1)c1ccc(N2CCOCC2)c(C(F)(F)F)c1	23	31	29	40	5.2*	10	28	.
CCOC(=O)c1c(NC(=O)c2cccc(C(F)(F)F)c2)sc2cc(O)ccc12	101	101	82	99	74	102	63	85
CN(C)CCCNC(=O)/C=C\C(=O)O	99	83	98	97	107	102	107	100
C[n+]1ccc(NC(=O)c2ccc(NC(=O)c3cccc(C(=O)Nc4ccc(C(=O)Nc5cc[n+](C)cc5)cc4)c3)cc2)cc1	96	91	97	100	95	116	103	96
CCCCOc1ccc(NCS(=O)O)cn1	102	94	85	106	82	93	51	.
Cc1cccc(N2C(=O)C=CC2=O)c1	106	115	.	.	108	.	102	97
C#CCOc1ccccc1/C=N/Nc1nc(-c2ccc(Cl)cc2Cl)cs1	93	102	97	106	93	102	98	30
CS(C)(C)/C(Nc1ccccc1)=C(\C#N)C(=O)N/N=C/c1ccccc1	98	98	86	98	99	94	88	101
CC1(C)CC(=O)c2c(nc(Nc3nc4ccccc4s3)nc2-c2ccccc2)C1	97	107	62	101	80	76	.	.
CCOC(=O)c1[nH]cc2c1CCc1sc(N)nc1-2	99	86	91	102	90	112	85	36
CCOC(=O)c1c(NC(=O)c2cccc(C(F)(F)F)c2)sc2c1CCCC2	98	99	94	.	115	99	112	95
CCOc1cc2c(cc1CC(Br)CBr)OCO2 (centres undefined)	92	78	85	89	100	92	95	92
CN(C)CCOc1nc2ccccc2c2c1-c1ccc(Cl)cc1C2=O	-83*	-28*	1.2*	-20*	-23*	.	2.8*	-1.9*
COc1c([C@@H](CC(C)C)OC(C)=O)ccc2c1C(=O)OCc1cc(C)cc(O)c1O2	44	14	21	25	28	3.0*	31	38
NS(=O)(=O)c1ccc(Nc2nccc(Nc3ccc4[nH]ncc4c3)n2)cc1	95	89	88	83	84	53	72	101
Cc1cccc(Oc2c(/C=N/NC(=O)Cn3c(=O)sc4ccccc43)c(C)nn2-c2ccccc2)c1	76	47	42	84	40	74	61	58
COc1c(F)ccc(C(=O)Nc2ccc3nc(NC(=O)C4CCCN(S(=O)(=O)C5CC5)C4)sc3c2)c1F (centres undefined)	50	54	3.1*	68	19	.	18	32
CCCCCCCCCCCCCCCCOc1ccc(S(=O)(=O)N(C)C)cc1[N+](=O)[O-]	106	99	103	49	107	46	114	99
CCCCCCCCCCCCCCCCCCNC(=O)C(C)O (centres undefined)	97	104	95	98	.	108	101	.
CCC(c1ccc(OC)cc1)C(CC)c1ccc(OCC[N+](C)(C)C)cc1 (centres undefined)	64	74	52	74	.	9.9*	59	81
C=C(C)[C@@H]1CC[C@]2(C(=O)NCCNCCNCCN)CC[C@]3(C)[C@H](CC[C@@H]4[C@@]5(C)CC[C@H](O)C(C)(C)[C@@H]5CC[C@]43C)[C@@H]12	-31*[100 µM]	-65*[100 µM]	1.2*[100 µM]	-69*[100 µM]	-8.1*[100 µM]	-65*[100 µM]	5.2*[100 µM]	-11*[100 µM]
COc1ccc(-c2coc3cc(OC(C)=O)ccc3c2=S)cc1	115	110	80	118	87	103	38	.
c1ccc(-c2n[nH]c(-c3ccccn3)n2)nc1	111	105	128	104	104	94	103	99
NN1CCOC(c2ccccc2)C1 (centres undefined)	91	104	76	100	98	.	99	115
CCOC(=O)c1[nH]c2cc(Cl)ccc2c1[C@@H](C(=O)NC(C)(C)C)N(CC)C(=O)CCCCC#Cc1cccc2c1CN(C1CCC(=O)NC1=O)C2=O (some centres undefined)	17	21	10	21	7.3*	6.1*	14	.
CCCCCC(=O)Nc1ccc(S(=O)(=O)NO)cc1	97	101	68	104	93	100	85	103
CC(C)(C)C(OCc1cn([C@H]2C[C@@H](O)[C@@H](CO)O2)c(=O)[nH]c1=O)c1ccc(C#Cc2ccccc2)cc1[N+](=O)[O-] (some centres undefined)	88	69	70	93	49	96	82	66
COc1ccc(C(c2cc(OC)c(OC)c(OC)c2)N2CCN(c3ccccc3)CC2)cc1 (centres undefined)	76	86	73	89	89	87	83	100
CC1(C)OC2OC3C(CNCCO)OC(c4ccccc4)OC3C2O1 (centres undefined)	102	106	100	105	.	98	93	108
N#Cc1c(-c2ccc(Cl)cc2)cc(-c2ccccc2)nc1OCc1ccccc1	91	74	48	85	60	91	80	53
CCCCO[C@@H]1C=C2[C@H]3CC(C)(C)C(=O)C[C@]3(C(=O)O[C@@H]3O[C@H](CO[C@@H]4O[C@H](CO)[C@@H](OC5OC(C)C(O)C(O)C5O)[C@H](O)[C@H]4O)[C@@H](O)[C@H](O)[C@H]3O)CC[C@@]2(C)[C@]2(C)CC[C@H]3C(C)(C)C(=O)CC[C@]3(C)[C@@H]12 (some centres undefined)	41	85	51	76	20	2.3*	43	87
c1ccc(COc2cccc(-c3nc4sccn4c3-c3ccccc3)c2)cc1	101	98	93	106	104	93	99	118
CCN(CC)CCCC(C)Nc1c2ccc(Cl)cc2nc2ccc(O)cc12 (centres undefined)	14	24	7.1*	42	22	50	48	49
COc1ccc(-c2ccc(-c3ccc(C(=N)N)nc3)s2)cc1	-57*	-57*	-54*	-55*	-41*	78	-43*	39
COC(=O)CCCCCC[C@@H]1[C@@H](/C=N/NC(=O)c2ccncc2)[C@H](OC(=O)c2ccccc2)C[C@@H]1O	92	92	89	82	89	93	87	96
O=C(c1ccccc1)C(Br)C(Br)c1ccccc1 (centres undefined)	2.2*	99	47	103	-3.1*	46	-14*	108
O=C(Nc1ccc(-c2ccnc(Nc3ccc(N4CCOCC4)cc3)n2)cc1)[C@@H]1CCCN1	52	45	22	34	57	50	28	72
CCSc1nnc(-c2ccc(NC(=O)c3cccnc3)cc2)n1N	105	104	101	108	.	100	103	110
OCCCC(O)c1ccccc1 (centres undefined)	98	95	104	97	112	109	111	.

The final five records of the section above are carried over, then new ones follow.
SMILES	M14	A549/ATCC	MOLT-4	HOP-62	RPMI-8226	HOP-92	CCRF-CEM	EKVX
COC(=O)CCCCCC[C@@H]1[C@@H](/C=N/NC(=O)c2ccncc2)[C@H](OC(=O)c2ccccc2)C[C@@H]1O	92	92	89	82	89	93	87	96
O=C(c1ccccc1)C(Br)C(Br)c1ccccc1 (centres undefined)	2.2*	99	47	103	-3.1*	46	-14*	108
O=C(Nc1ccc(-c2ccnc(Nc3ccc(N4CCOCC4)cc3)n2)cc1)[C@@H]1CCCN1	52	45	22	34	57	50	28	72
CCSc1nnc(-c2ccc(NC(=O)c3cccnc3)cc2)n1N	105	104	101	108	.	100	103	110
OCCCC(O)c1ccccc1 (centres undefined)	98	95	104	97	112	109	111	.
N#CC1=C(N)Oc2c(ccc3ccccc23)C1c1ccccc1Cl (centres undefined)	12	22	.	50	30	81	30	65
Oc1ccc(C2CCCCC2)c(O)c1	.	91	97	100	109	.	106	179
CCCn1cc2c(=O)nc3sc(Cc4ccc(OC)cc4)c(C)n3c2n1	111	87	83	112	91	91	94	93
O=CN1N=C(c2cccc(Nc3ccncc3)c2)CC1c1ccccc1 (centres undefined)	94	84	101	85	93	84	99	79
COc1ccc(-c2ccccc2)cc1C(=O)c1ccc(-c2ccccc2)cc1	52	64	66	70	.	88	.	89
Cc1c(C(=O)NC(Cc2ccccc2)C(O)C(=O)NCc2ccccc2)[nH]c2ccccc2c1=O (centres undefined)	115	101	100	100	98	102	99	95
N/N=C1\CCC(C(=O)NN)C1 (centres undefined)	100	96	101	116	108	99	102	101
CC1(C)CC[C@]2(C(=O)O)CC[C@]3(C)C(=CC[C@@H]4[C@@]5(C)CC[C@H](NOCCCN)C(C)(C)[C@@H]5CC[C@]43C)[C@@H]2C1	95	78	75	102	35	62	66	84
C=C(C)[C@H]1CC/C(C)=C/CC[C@]2(C)O[C@H]2CC/C(C=O)=C\C1O (some centres undefined)	115	108	142	105	-17*	.	137	103
COc1ccc2oc(=O)cc(Cn3c4ccc(Cl)cc4c4ccc([C@@H](C)C(=O)O)cc43)c2c1	100	99	82	106	103	115	98	94
CCOC(=O)c1ccc2n1CCCc1cnc(NC3CCCC3)nc1-2	93	101	103	.	106	106	95	94

Not a hit list; about 13% have a hit in one of these screens.
